NADH coupling – inhibitors of enzymes used to reach an NAD/NADH endpoint. coupled PK/LDH NADH assays, four targets. IC50, µM (top dose mostly 10 µM), without a hit: top-dose inhibition. 0.02% of 65,000 active;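 active = single-dose screening hits from any of four coupled enzyme assays that gave an IC50 when retested across doses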;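 note: the DPM-DC format reads NADH fluorescence rather than 340 nm absorbance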
Ecoli tolC – E. coli tolC mutant growth inhibition; 2.2% of 65,000 active; E. coli BW25113 tolC mutant growth, OD615; AID 573; growth inhibition, % at 10 µM (by protocol);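 active = growth inhibition at or above a cutoff equal to the mean over every tested compound plus 3 SD, cut at about 60% in these data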;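 note: growth measured after 20 h incubation at 37 °C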
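Test system – E. coli BW25113 ΔtolC::kan, tolC deletion mutant strain · Detection – OD at 615 nm · Buffer or medium – LB with kanamycin 50 µg/mL · Times – 20 h compound exposure of bacteria at 37 °C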
Jurkat viability – reduces viability or proliferation of Jurkat cells | Jurkat E6.1 viability, ATP luminescence, 48 h | inhibition, % at 4 µM | 1.2% of 56,000 active | AID 463;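 active = inhibition above the mean inhibition of all tested compounds plus 3 SD, cut at about 28% in these data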
D1 mod – allosterically modulates the human D1 dopamine receptor | AID 641 | B-score at 10 µM | HEK293 D1, CRE-luciferase, dopamine EC30 potentiation; actives deviate in either direction | 5.9% of 58,000 active;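 active = luminescence count or its row- and column-corrected plate score outside the 99.7% band of the plate's sample wells, on either side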
TNAP act DEA – human TNAP activation, intermediate phosphate acceptor; P05186; purified TNAP, CDP-star luminescence, 100 mM DEA, 30 min; hits give high values; scale: 0 levamisole-inhibited, 1 vehicle-only enzyme; activation factor at 20 µM; 64,000 tested, under 10 active;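 active = activation factor of at least 2 at 20 µM, relative to controls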
Target sequence (P05186 whole entry, looked up): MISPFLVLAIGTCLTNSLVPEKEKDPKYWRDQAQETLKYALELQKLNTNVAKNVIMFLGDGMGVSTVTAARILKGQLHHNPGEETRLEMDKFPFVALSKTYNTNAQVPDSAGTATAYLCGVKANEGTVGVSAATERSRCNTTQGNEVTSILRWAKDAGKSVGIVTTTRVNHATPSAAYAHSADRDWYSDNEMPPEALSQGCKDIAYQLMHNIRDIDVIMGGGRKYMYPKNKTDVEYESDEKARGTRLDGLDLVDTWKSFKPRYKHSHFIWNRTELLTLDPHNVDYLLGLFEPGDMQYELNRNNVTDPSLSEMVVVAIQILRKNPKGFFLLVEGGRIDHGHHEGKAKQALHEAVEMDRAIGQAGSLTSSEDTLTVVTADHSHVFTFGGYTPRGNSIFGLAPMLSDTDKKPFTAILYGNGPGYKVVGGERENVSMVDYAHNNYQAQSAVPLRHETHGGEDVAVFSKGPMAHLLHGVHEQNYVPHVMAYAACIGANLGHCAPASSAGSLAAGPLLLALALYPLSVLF
M1 antagonist – antagonists of rat M1 muscarinic receptor; B-score at 10 µM; P08482; CHO-M1 cells, Fluo-4 calcium, ACh EC80 antagonist mode; hits give low values; AID 628; 3.4% of 64,000 active;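 active = calcium fluorescence response, raw or row-and-column corrected B-score, differing from the plate sample mean either way at a set confidence level, mostly lower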
HEK293 NFkB inh – inhibitors of the PMA/ionomycin-induced NF-kB reporter in HEK293 cells | HEK-293 NF-kB luciferase reporter, luminescence | 0.21% of 62,000 active | inhibition, % at 3 µM | AID 465;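 active = inhibition above the mean of all tested compounds plus 3 SD, cut at about 40% in these data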;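 note: 0% = stimulated DMSO wells and 100% = 10 µM reference inhibitor 5653914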
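Reagent: PMA plus ionomycin mix as NF-kB-activating stimulus. Assay system: NF-kB luciferase reporter HEK-293 cells. Technique: luminescence from luciferase substrate reagent. Incubation: 1 h compound pre-incubation, 16 h PMA/ionomycin at 37 °C. Benchmarks: DMSO only as uninhibited control, 10 µM reference inhibitor as full inhibition. Repeats: tested once.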
SF-1 act – activates the human nuclear receptor SF-1; Q13285; CHO-K1 Gal4-SF-1 LBD luciferase reporter; % increase over DMSO SF-1-specific signal; activation, % at 10 µM; 1.9% of 65,000 active; AID 522;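 active = activation above the mean activation of all tested compounds plus 3 SD, cut at about 50% in these data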
Target sequence (Q13285 whole entry, looked up, the tested form may be a part): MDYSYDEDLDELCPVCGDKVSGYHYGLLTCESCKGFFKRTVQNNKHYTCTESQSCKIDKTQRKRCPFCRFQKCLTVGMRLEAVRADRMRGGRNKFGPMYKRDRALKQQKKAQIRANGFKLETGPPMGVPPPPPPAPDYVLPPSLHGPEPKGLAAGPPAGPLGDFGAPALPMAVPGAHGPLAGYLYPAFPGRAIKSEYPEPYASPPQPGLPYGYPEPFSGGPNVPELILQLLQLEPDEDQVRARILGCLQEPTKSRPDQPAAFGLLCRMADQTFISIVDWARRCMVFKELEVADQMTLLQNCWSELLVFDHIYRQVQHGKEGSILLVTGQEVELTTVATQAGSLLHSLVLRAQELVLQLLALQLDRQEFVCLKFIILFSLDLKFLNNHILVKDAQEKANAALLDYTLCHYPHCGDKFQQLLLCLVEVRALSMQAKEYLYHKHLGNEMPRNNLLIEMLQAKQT
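Assay system – CHO-K1 cells with Gal4–hSF-1 LBD chimera plus Gal4-driven luciferase · Quantity – 4,000 cells per well · Times – compound added 1 h post-seeding, 20 h exposure at 37 °C, 5% CO2 · Measured by – luciferase light emission · Benchmarks – DMSO and mock-transfected background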
M1 agonist – agonists of M1 muscarinic receptor | B-score at 10 µM | CHO-M1 cells, Fluo-4 calcium fluorescence, agonist mode; hits give high values | 3% of 64,000 active | AID 626;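 active = fluorescence rise, raw or as B-score row- and column-corrected plate score, outside the 99.7% band of its plate's samples, either direction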
An asterisk follows results filed as active; / = no result given.

Every second line gives: NADH coupling	Ecoli tolC	Jurkat viability	D1 mod	TNAP act DEA	M1 antagonist	HEK293 NFkB inh	SF-1 act	M1 agonist
1: COc1ccc(Br)cc1CNC(=O)C1CCCN(S(C)(=O)=O)C1 (configuration not stated)
  4%	-14	-2	0.27	0.9	-0.62	11	-17	0.26
2: COc1cccc(-c2nn3c(-c4cccc(C)c4)nnc3s2)c1
  7%	2	-1	1.3	1	-0.15	10	-24	24*
3: Cc1cc(C)cc(N(CC(=O)NCC2CCCO2)S(=O)(=O)c2c(C)noc2C)c1 (configuration not stated)
  4%	2	-6	0.027	0.9	-0.028	22	-9	0.3
4: CCOc1cc(C#N)c(NC(=O)Cn2nnc3ccccc32)cc1OCC
  5%	-23	3	-1.9	0.9	0.00053	3	-4	-0.64
5: CCOC(=O)CNC(=O)CSc1ncnc2c1cnn2-c1ccc(OC)cc1
  11%	-9	4	-2.8*	1	-0.011	11	-14	-1.5
6: O=C(COc1ccc2ccccc2c1Br)N1CCN(c2ccccn2)CC1
  4%	93*	0	-0.13	1	-0.071	16	-18	-0.002
7: CCc1ccc(OCc2nnc(SCCN3CCOCC3)n2CC)cc1
  0%	14	3	-0.26	0.9	-3.2*	3	4	-0.081
8: CC(=O)Nc1ccc(C(=O)Cn2nnc3ccccc3c2=O)cc1
  12%	-14	-14	-0.11	0.9	0.18	8	23	0.68
9: COC(=O)CNC(=O)c1nn(-c2cccc(OC)c2)c(=O)c2ccccc12
  3%	-8	5	0.17	1.1	-0.073	-5	5	-2
10: COCCCNC(=O)CCS(=O)(=O)Cc1ccc(C)cc1
  6%	-9	0	0.21	1	0.19	11	-17	-0.22
11: CCN(CC)C(=O)COc1ccc2oc(C)c(C(=O)OC(C)C)c2c1
  1%	11	/	1.6	0.9	0.45	/	/	1.1
12: CCOC(=O)c1cccc(NC(=O)CN(c2ccc(OC)cc2)S(=O)(=O)c2c(C)noc2C)c1
  2%	41	-3	/	1	0.46	-18	3	5.9
13: CS(=O)(=O)c1ccc(Cl)c(S(=O)(=O)NCc2ccccc2)c1
  5%	-18	-8	0.0031	0.9	0.028	0	-6	0.089
14: COc1cc(/C=N/n2cnnc2)ccc1OC(=O)c1cccnc1
  1%	-7	/	-1.5	1	-0.73	17	3	-0.53
15: CN(C)C(=O)Nc1cnc2ccccc2c1
  13%	-11	-2	-0.68	1	-0.34	-6	3	0.59

3 of the compounds above, screen by screen:
12) CCOC(=O)c1cccc(NC(=O)CN(c2ccc(OC)cc2)S(=O)(=O)c2c(C)noc2C)c1
2) COc1cccc(-c2nn3c(-c4cccc(C)c4)nnc3s2)c1
9) COC(=O)CNC(=O)c1nn(-c2cccc(OC)c2)c(=O)c2ccccc12
assay / entry	12	2	9
NADH coupling	2%	7%	3%
Ecoli tolC	41	2	-8
Jurkat viability	-3	-1	5
D1 mod	/	1.3	0.17
TNAP act DEA	1	1	1.1
M1 antagonist	0.46	-0.15	-0.073
HEK293 NFkB inh	-18	10	-5
SF-1 act	3	-24	5
M1 agonist	5.9	24*	-2

Remaining list, next part:
Every second line gives: NADH coupling	Ecoli tolC	Jurkat viability	D1 mod	TNAP act DEA	M1 antagonist	HEK293 NFkB inh	SF-1 act	M1 agonist
16: O=C(CCSc1nc2cc(Cl)ccc2o1)N1CCOCC1
  6%	5	0	-0.018	1.1	-0.17	9	-12	0.35
17: O=C(Nc1ccc(C(=O)N2CCOCC2)cc1)Nc1cccc(Cl)c1
  1%	-5	1	-2.8	/	-0.68	-15	7	1.9
18: O=C(CCCn1c(=S)[nH]c2cc3c(cc2c1=O)OCO3)N1CCN(c2ccccc2F)CC1
  4%	26	/	1.2	0.9	0.075	15	-12	-0.13
19: CC(=O)c1ccc(OCC(O)CN2CCN(Cc3ccccc3)CC2)cc1 (configuration not stated)
  7%	-14	-18	-0.53	1	0.0054	-4	9	1.3
20: Cc1ccc(C(c2sc3nc(C)nn3c2O)N2CCN(CCO)CC2)cc1 (configuration not stated)
  6%	-17	2	-1	0.9	0.72	6	2	-0.18
21: O=C1CCc2cc(S(=O)(=O)N3CCCC3C(=O)N3CCN(c4ccccc4F)CC3)ccc2N1 (configuration not stated)
  2%	-14	1	/	0.9	-0.24	15	13	-0.42
22: CC(=O)Nc1cc(N2C(=O)CCC2=O)ccc1Cl
  2%	-12	/	-0.32	1	0.23	/	/	0.056
23: O=S(=O)(NCC(c1cccnc1)N1CCOCC1)c1cccs1 (configuration not stated)
  9%	-12	/	/	/	-0.84	17	-8	0.29
24: CCC(=O)N1CCc2cc(Br)cc(S(=O)(=O)CCC(=O)NCc3ccco3)c21
  2%	-7	/	0.0095	1	0.51	11	-4	0.31
25: O=C(CCCCn1c(=O)[nH]c2ccccc2c1=O)N1CCN(c2cccc(C(F)(F)F)c2)CC1
  4%	19	2	-1.1	1	-1.5	27	-2	1.5
26: O=C(Cn1cnc2c(nnn2Cc2ccc(F)cc2)c1=O)NC1CCCC1
  4%	-12	-3	0.016	0.9	0.67	15	3	-0.48
27: Cc1cc(C(F)(F)F)nc(SCC(=O)NC2CC3CCC2C3)n1 (configuration not stated)
  1%	5	4	0.45	0.9	0.2	7	-9	0.26
28: O=C(CSc1nc(-c2ccccc2)cc(C(F)(F)F)n1)NCCN1CCOCC1
  8%	-1	1	0.2	0.9	-0.28	4	11	-0.62
29: COCCn1c(SCC(=O)Nc2sc(C)c(C)c2C#N)nnc1C(C)C
  2%	-2	-6	0.66	0.9	-0.23	0	14	0.9
30: Fc1ccccc1Cn1nnc2c(-n3ccnc3)ncnc21
  2%	3	-2	4.5	0.9	-0.38	9	2	0.21
31: C(=C\c1ccccc1)/CN1CCN(c2ncnc3c2oc2ccccc23)CC1
  2%	100*	/	-1.6	1	-0.65	18	-6	6.9*
32: O=C(Nc1cccc(C(F)(F)F)c1)c1ccco1
  3%	14	2	0.38	0.8	1.1	11	8	-0.39
33: COc1c2c(nc3occc13)C(CCC(C)(C)O)(OC)C(O)CC2 (configuration not stated)
  4%	-18	-6	0.21	0.9	-0.82	10	-11	0.045
34: O=C(CN1C(=O)NC2(CCc3ccccc32)C1=O)c1ccc2c(c1)OCCO2 (configuration not stated)
  7%	15	1	/	/	1.9	9	8	-0.34
35: Cc1nc(C)c(C(=O)Nc2nc3c(C)cccc3s2)o1
  2%	0	-7	-1.1	0.9	0.14	11	7	-0.45
36: CC(C)Oc1cc(O)c2c(=O)c(-c3ccc(O)cc3)coc2c1
  2%	40	99*	-1.1	0.9	0.62	-52	58*	-0.22
37: COC(=O)CSc1ncccc1-c1nc2ccccc2[nH]1
  4%	1	-3	-3.6	0.9	-2.3*	10	-7	-0.52
38: O=C(Nc1ccn(Cc2ccc(Cl)cc2)n1)c1ccc2c(c1)OCO2
  7%	63*	2	-1.1	0.9	-0.4	5	8	-0.38
39: O=C(Oc1ccccc1)c1ccc(COC(=O)c2cnccn2)cc1
  3%	4	-7	/	0.9	-0.76	-2	-1	-0.1
40: COc1ccc(C(=O)Nn2c(C3CCC3)nc3ccccc3c2=O)c(OC)c1
  2%	-24	5	-0.022	0.9	0.027	20	-2	0.32
41: CC(=O)c1ccc(OCC(O)CN2C(C)(C)CC(O)CC2(C)C)cc1 (configuration not stated)
  2%	-15	1	0.5	1	-3.1*	11	-4	0.087
42: COc1cc(C(=O)OCC(=O)NC2CCCC2)cc(NC(=O)c2ccco2)c1OC
  5%	-1	0	-0.26	1	-1.3	12	7	0.65
43: COC(=O)c1[nH]c2ccccc2c1NC(=O)CNC1CCCCC1
  10%	0	-6	-1.2	0.9	-1.5	-2	-1	-0.43
44: CCOC(=O)N1CCN(C(=O)CCSc2ccccc2)CC1
  1%	2	/	-0.34	0.9	0.13	-6	48	-0.51
45: O=C(CSc1nc2ccccc2s1)N1CCOCC1
  2%	6	-4	1.5	0.9	0.41	2	12	0.99
46: CC(=O)Nc1nonc1NC(=O)CSC1=NCCS1
  5%	-7	7	1.3	1	1.2	20	-2	1.6
47: O=C(CSCc1cnn(-c2ccccc2)c1-n1cccc1)NCCN1CCOCC1
  6%	-6	/	/	0.9	-2.7*	20	-6	-0.079
48: Cn1c(SCC(=O)N2CCc3ccccc32)nnc1C1CC1
  0%	-17	-2	0.53	1	1.3	10	8	0.68
49: O=C(CSc1nnc(CNC(=O)c2ccccc2F)o1)Nc1ccc2c(c1)OCCO2
  2%	-13	/	-0.48	0.9	0.15	6	4	1.9
50: C#CCN(C#N)c1nc(NCC)nc(NC(C)C)n1
  2%	15	3	17*	1	1.1	13	8	-0.11
51: Cc1nc2ccc(NC(=O)Cn3cnc4c3c(=O)n(C)c(=O)n4C)cc2s1
  4%	13	-7	/	0.9	0.11	15	-3	-0.75
52: CCCN1C(=O)C(NS(=O)(=O)c2ccc(N)cc2)(C(F)(F)F)C(C(=O)OC)=C1C (configuration not stated)
  5%	-13	-9	-0.054	0.9	-0.47	16	-9	0.68
53: Cc1ccc(N(CC(=O)O)S(=O)(=O)c2cccc3nonc23)cc1
  8%	-12	-2	/	0.9	-1.3	9	-1	-1.1
54: Cc1ccc(NC(=O)c2ccccc2O)cc1
  2%	92*	5	-1.2	0.9	-0.025	-27	12	0.1
55: Cc1cc(C(=O)NCCN2CCN(c3cccc(Cl)c3)CC2)n(-c2ccccc2)n1
  2%	18	32	-3.2*	0.9	0.45	6	30	0.099
56: COC(=O)c1cc(Br)c(=O)n(-c2ccccc2OC)c1
  7%	-5	6	0.25	0.9	-0.23	18	2	0.077
57: CC(C)CN(CCNC(=O)CC1Oc2ccccc2NC1=O)CC(C)C (configuration not stated)
  4%	-5	4	-0.35	1	-0.72	9	10	-1.1
58: Cc1nc(CN2CCN(C(=O)c3ccc(Br)cc3)CC2)cs1
  6%	-1	-3	0.017	0.9	-0.38	3	-4	-0.32
59: COc1ccccc1S(=O)(=O)Cc1ccc(C(=O)N2CCN(c3ccccc3)CC2)o1
  6%	1	-4	-1.2	0.9	-0.9	23	-4	1.9
